CHRM4 antagonist: blocks acetylcholine activation of human M4 receptor. 360,000 tested, 0.73% active. inhibition, % at 3 µM. CHO-hM4 cells, ACh EC80, Fluo-8 calcium fluorescence. P08173;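 active means inhibition above its plate's cutoff, the mean inhibition of sample wells plus 3 SD, cut at about 27% in these data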;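 further: 0% = acetylcholine EC80 with DMSO and 100% = DMSO without agonist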
Target sequence (P08173 whole entry, looked up): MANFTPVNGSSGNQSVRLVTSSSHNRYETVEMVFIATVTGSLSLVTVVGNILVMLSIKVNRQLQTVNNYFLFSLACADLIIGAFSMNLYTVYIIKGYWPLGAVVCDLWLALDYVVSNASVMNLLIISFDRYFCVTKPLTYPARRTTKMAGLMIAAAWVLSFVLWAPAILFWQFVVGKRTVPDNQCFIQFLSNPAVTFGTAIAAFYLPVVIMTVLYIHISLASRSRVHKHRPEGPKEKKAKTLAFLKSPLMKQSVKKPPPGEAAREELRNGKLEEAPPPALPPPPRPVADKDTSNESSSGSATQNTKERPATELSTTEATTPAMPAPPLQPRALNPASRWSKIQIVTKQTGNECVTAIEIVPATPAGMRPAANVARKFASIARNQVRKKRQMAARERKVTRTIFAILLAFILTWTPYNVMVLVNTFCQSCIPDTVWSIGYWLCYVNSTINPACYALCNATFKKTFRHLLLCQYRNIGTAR
CHRM4 agonist: agonists of human muscarinic M4 receptor (CHRM4); P08173; 360,000 tested, 0.14% active; CHO-K1 hM4/Gqi5, Fluo-8 calcium fluorescence; vehicle 0%, full acetylcholine response 100%; AID 624127; activation, % at 3 µM;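 active means activation above the run mean over all test wells plus 3 SD, cut at about 32% in these data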;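 further: peak over basal fluorescence ratio per well then scaled between controls; 0% = DMSO wells and 100% = acetylcholine at EC100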
M4 PAM: CHRM4 positive allosteric modulation; P08173; CHO-K1 hM4/Gqi5, Fluo-8 calcium fluorescence, ACh EC20; 0% = ACh EC20, 100% = maximal ACh; activation, % at 3 µM; 360,000 tested, 0.4% active;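 active means activation above its plate's cutoff, the mean activation of sample wells plus 3 SD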; further: some results filed as inactive read as strong as hits
M5 antag: CHRM5 antagonism in calcium assay; 360,000 tested, 0.59% active; CHO-hM5 cells, Fluo-8 calcium fluorescence, ACh EC80; AID 624040; inhibition, % at 3 µM;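 active means inhibition above a per-plate cutoff, the mean of that plate's test compounds plus 3 SD, cut at about 27% in these data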;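 further: 0% = acetylcholine EC80 with DMSO and 100% = DMSO without agonist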
Target sequence (P08912 whole entry, looked up): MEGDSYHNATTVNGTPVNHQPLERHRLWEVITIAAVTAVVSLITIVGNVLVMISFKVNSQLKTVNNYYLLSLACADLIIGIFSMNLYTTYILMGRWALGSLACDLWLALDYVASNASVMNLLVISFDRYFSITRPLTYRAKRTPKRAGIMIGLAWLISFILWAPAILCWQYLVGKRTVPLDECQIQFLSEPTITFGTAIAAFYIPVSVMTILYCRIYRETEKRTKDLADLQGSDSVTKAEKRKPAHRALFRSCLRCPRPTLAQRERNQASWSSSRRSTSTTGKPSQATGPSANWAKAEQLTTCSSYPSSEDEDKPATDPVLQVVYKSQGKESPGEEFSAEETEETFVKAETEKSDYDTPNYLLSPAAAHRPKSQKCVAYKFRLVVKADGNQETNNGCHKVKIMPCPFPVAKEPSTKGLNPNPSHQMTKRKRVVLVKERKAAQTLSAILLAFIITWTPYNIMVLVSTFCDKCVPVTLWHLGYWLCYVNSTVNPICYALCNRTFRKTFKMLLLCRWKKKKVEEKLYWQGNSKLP
CHRM5 agonist: agonists of human muscarinic M5 receptor (CHRM5) | activation, % at 3 µM | P08912 | 360,000 tested, 0.19% active | CHO-K1 hM5 cells, Fluo-8 calcium fluorescence; 0% DMSO wells, 100% maximal acetylcholine response;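 active means activation above the run's mean over test compounds plus 3 SD, cut at about 23% in these data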;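 further: signal is peak over basal fluorescence ratio across the kinetic read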
CHO-K1 Ca PAM: counter-screen for M1 PAMs: effect in parental CHO-K1 cells. ATP EC20, Fluo-8 calcium fluorescence; 0% at ATP EC20, 100% at ATP max. 360,000 tested, 0.02% active. activation, % at 3 µM;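 active means activation above the run cutoff, the mean activation of all test compounds plus 3 SD, cut at about 40% in these data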;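 further: peak over basal fluorescence ratio in a 140 s read after ATP addition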
M1 ag parental: M1 agonist counterscreen hit in parental CHO-K1 cells | Fluo-8 calcium fluorescence; scaled to maximal ATP response, vehicle zero | activation, % at 3 µM | 360,000 tested, 0.48% active | AID 602248; in the data active means activation above about 15%;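 further: untransfected CHO-K1 host cells lacking M1 receptor as counterscreen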
CHO-K1 Ca antag: counter-screen for M1 antagonists: effect in parental CHO-K1 cells | 360,000 tested, 0.6% active | inhibition, % at 3 µM | ATP-induced calcium, Fluo-8 fluorescence | AID 602250;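 active means inhibition above a per-plate cutoff, the plate's mean sample inhibition plus 3 SD, cut at about 24% in these data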;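 further: 0% = DMSO plus EC80 ATP and 100% = DMSO alone without ATP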
M5 PAM: CHRM5 positive allosteric modulation. CHO-K1 hM5, Fluo-8 calcium, ACh EC20 PAM; 0% = ACh EC20, 100% = ACh EC100. activation, % at 3 µM. P08912. 360,000 tested, 0.3% active. AID 624038;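 active means activation above the run cutoff, the mean activation of all test compounds plus 3 SD, cut at about 18% in these data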
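Replicates: One well per compound, no replicates | System: Human M5 receptor in CHO-K1 cells | Benchmarks: Low control EC20 acetylcholine (0%), high control EC100 acetylcholine (100%) | Probe or stimulus: Acetylcholine, EC20 level | Times: Fluo-8 loading 80 min at 37 °C plus 30 min room temperature | Signal: Intracellular calcium via Fluo-8 fluorescence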
* hit, by the source's call. Not a hit list. Share with any hit: about 2.7%.

SMILES	M5 PAM	CHRM4 antagonist	CHRM4 agonist	M1 ag parental	M5 antag	M4 PAM	CHO-K1 Ca antag	CHRM5 agonist	CHO-K1 Ca PAM
S=C(NCCc1ccccc1)Nc1ccccc1N1CCOCC1	4.3	1.5	0.9	-0.3	4.5	4.5	3.0	-8.9	0.6
Oc1nc(Nc2cccc(Cl)c2)sc1/C=C1\C=Nc2ccccc21	-7.4	9.4	-1.4	0.1	3.9	-20.5	-1.8	4.5	-6.0
CC(=O)Cn1c2ccccc2n2nc(CCC(=O)O)c(=O)nc12	-4.7	-0.1	0.9	0.5	9.9	2.6	-7.9	-2.8	17.9
COc1ccc(NC(=O)CSc2nnc(CNC(=O)c3cccs3)o2)c(OC)c1	-2.8	3.2	0.7	0.4	13.3	6.4	1.7	-3.3	5.7
C=CCOC(=O)C1=C[C@@H](c2coc3ccccc3c2=O)C[C@@H](OCCCCO)O1	0.0	-6.9	-1.0	-1.2	5.9	15.6	12.2	6.9	-20.0
O=C(CCc1ccc(S(=O)(=O)NCCc2ccccc2)cc1)Nc1ccc2c(c1)OCCO2	-3.7	-12.5	5.5	1.9	-1.5	-5.6	4.9	-2.6	8.3
CCOc1ccc(NC(=O)C2CCN(S(C)(=O)=O)CC2)cc1	4.2	-0.7	0.9	0.0	-15.7	4.8	12.8	3.8	-6.5
COc1ccccc1CNC(=O)Cc1ccc(Br)cc1	7.8	-10.1	-0.7	0.1	3.4	15.6	8.0	-4.1	-7.1
COCCN(C(=O)CSc1ncc(C(F)(F)F)cc1Cl)c1c(N)n(Cc2ccccc2)c(=O)[nH]c1=O	1.7	10.2	-0.1	0.3	6.4	-2.4	-15.0	-0.9	20.1
COc1cccc(OC)c1NC(=O)C1CCCN1C(=O)NCc1ccccc1 (centres undefined)	-0.5	-3.3	0.4	0.2	0.0	-1.5	-8.7	2.8	9.2
COCC(=O)Nc1cc(C(=O)Nc2cccc(C)c2C)ccc1Cl	-1.1	11.6	-0.1	0.5	-2.7	-0.1	-5.2	2.3	8.4
O=C(NCc1ccccn1)c1ccc(Cl)c(NC2=NC3CS(=O)(=O)CC3S2)c1 (centres undefined)	-2.5	-12.6	0.2	0.8	3.7	1.1	-15.8	-0.9	8.3
COc1ccc(N2C(=O)CCC2(C#N)c2ccc(Br)cc2)cc1 (centres undefined)	-1.5	1.2	2.9	2.0	0.6	3.3	-7.2	1.6	12.6
CC(=O)n1cc(/C=N/NC(=O)c2ccccc2O)c2ccccc21	-9.7	12.7	14.5	5.5	20.8	-12.3	-0.7	-0.3	-5.5
COc1ccc(C(=O)Nc2nnc(SCC(=O)NC3CC3)s2)cc1	4.8	-2.3	0.8	0.3	5.0	-5.1	-4.0	-0.3	-5.7
Cc1cc(C)nc(N(C#N)CN2C(=O)c3ccccc3S2(=O)=O)n1	-6.3	1.1	1.3	0.6	1.8	4.9	-6.2	0.6	10.4
O=C(CN1CCOCC1)Nc1ccc(OCc2ccccc2)cc1	8.6	-3.3	3.6	0.5	-3.9	21.0	3.5	6.1	-6.7
Cc1ccc(N2C(=O)C3C4C=CC(CC4)C3C2=O)cc1[N+](=O)[O-] (centres undefined)	-1.3	-2.4	0.6	2.4	2.0	-0.1	-3.9	-1.3	14.7
COC(=O)CCc1sc(Nc2ccccc2)nc1-c1ccc(OC)cc1	-3.2	0.1	0.3	0.3	6.4	6.3	-2.0	0.3	8.4
Cc1ccc(-c2ccc(S(=O)(=O)N3CCCC3)cc2)cc1	-4.2	-2.4	1.4	0.4	4.8	3.4	-10.3	-4.2	4.0
COc1ccccc1-n1c(SCC(=O)N(C)C)nnc1-c1ccco1	-4.1	-5.2	0.1	0.3	5.4	8.7	-2.6	-4.3	14.0
COc1ccc(-c2nc(CS(=O)(=O)CC(=O)NCc3cccc(F)c3)c(C)o2)cc1	1.0	1.5	1.6	-0.6	3.3	0.4	0.2	-0.3	9.1
COCCNC(=S)N1CCc2cc(OC)c(OC)cc2C1COc1cc(C)cc(C)c1 (centres undefined)	7.2	-9.7	0.1	0.0	-18.3	4.9	-8.1	-3.6	19.2
O=C1C(Cl)=C(N2CCOCC2)C(=O)N1c1ccccc1Cl	0.3	4.2	-0.7	-0.1	-2.8	3.0	-2.7	1.0	10.6
CN1C(=O)Cc2cc(S(=O)(=O)Nc3ccc(Cl)cc3)ccc21	-0.2	-2.1	4.2	5.8	5.7	5.1	-4.4	-0.8	2.9
COCCNC(=O)Cn1nc(-c2ccccc2OC)ccc1=O	0.7	5.7	-0.2	0.6	-5.4	3.5	-9.6	-0.8	21.0
O=C(COC(=O)Cc1c(Cl)cccc1Cl)NCc1ccccc1	-3.7	-12.2	2.3	1.1	8.9	-3.8	-1.5	-1.9	14.6
O=C(O)c1ccc(S(=O)(=O)c2ccc3c(c2)C(=O)N(Cc2ccco2)C3=O)cc1	-0.4	-2.5	1.2	-0.1	2.5	5.0	-4.6	3.5	5.3
CCOC(=O)C1C(c2cccc(F)c2)NC(=S)NC1(O)C(F)(F)F (centres undefined)	-3.7	4.6	0.7	0.5	3.1	0.9	5.6	2.2	-10.1
Cc1cc(C)c2sc(NNC(=O)c3ccc(S(=O)(=O)N4CCc5ccccc5C4)cc3)nc2c1	-0.2	-7.5	4.6	1.9	3.6	2.6	10.0	3.5	11.7
CCCN(c1nc(C)cc(OC)n1)S(=O)(=O)c1ccccc1	-6.5	4.7	-2.2	-0.9	-0.7	0.2	-11.9	-5.0	1.9
CC1CN(CCOc2ccc(Cl)cc2Cl)CC(C)O1 (centres undefined)	-2.7	-11.5	1.3	0.8	-0.4	3.8	-14.4	0.0	22.6
COCc1cc(C)nc2sc(C(=O)OC(C)C)c(N)c12	-5.8	2.0	-0.6	-0.5	-0.7	0.4	-8.9	-2.2	8.2
O=S(=O)(Nc1ncccn1)c1ccccc1	-2.7	-4.0	1.4	0.6	7.2	-0.9	4.3	0.6	-7.0
CNC(=O)/C(C#N)=C/c1ccc(-c2ccccc2[N+](=O)[O-])o1	-8.0	-2.4	2.4	0.0	6.0	-1.4	27.0*	-1.6	-18.4
CS(=O)(=O)N(CC(=O)N1CCCCC1)Cc1ccc(Cl)cc1	-7.0	-3.1	2.1	3.1	4.3	-0.9	-13.5	-7.8	23.7
CN(/N=C/c1cccnc1)c1cnc2ccccc2n1	4.1	-9.4	6.3	2.0	3.4	4.2	-7.0	1.1	15.8
CCn1cnc2c1c(=O)n(CC(=O)OC)c(=O)n2Cc1ccccc1	1.1	3.6	0.2	0.1	5.3	-0.9	-5.2	-2.4	-5.2
Cc1c(C(=O)N2CCC(C)CC2)sc2ncnc(N(C)c3ccccc3)c12	-1.7	9.3	0.3	0.8	-7.7	2.4	2.5	-3.9	0.2
CC(C)CNC(=O)CN1C(=O)NC2(CCCc3ccccc32)C1=O (centres undefined)	2.4	-4.8	0.2	1.0	3.5	-5.5	-7.6	-0.3	-8.8
CC(=O)Nc1ccc(OCC(=O)NCCc2ccc(Cl)cc2)cc1	7.8	5.2	1.1	0.9	-3.6	1.7	-13.3	-2.7	29.3
COc1cc(-c2coc3c(C(=O)NCc4ccncc4)cccc23)ccc1O	-6.2	-29.3	19.3	6.6	1.6	1.1	-6.5	7.3	-6.3
CCN1CCN(S(=O)(=O)c2ccc(Cl)c(C(=O)Nc3nnc(CC(C)C)s3)c2)CC1	-5.1	-1.7	3.3	1.6	1.2	-3.5	-8.8	-2.0	17.1
O=C(Nc1nc(-c2ccc(Cl)s2)cs1)c1cccs1	1.0	-0.1	1.9	-0.3	0.2	0.8	-23.5	-0.2	-3.2
CCCNc1c(NC(=O)c2ccc3c(c2)OCO3)c(=O)oc2ccccc12	-1.3	10.1	0.4	1.9	7.0	-8.2	-15.2	-5.1	19.1
Cc1c(C(=O)N(Cc2ccccc2)C2CCS(=O)(=O)C2)oc2ccccc12 (centres undefined)	-1.0	-0.3	5.0	1.8	3.9	0.4	-10.2	2.2	24.7
Cc1ccc(CN2CCSc3ccc(C(=O)NCCCN4CCN(C)CC4)cc32)cc1	2.6	0.0	1.6	1.3	-3.8	-0.6	-15.5	-9.5	7.5
COc1ccc(NC(=O)C2CCCN2C(=O)NC2CCCCC2)c(OC)c1 (centres undefined)	1.4	-2.7	1.6	-0.1	-4.2	4.0	-3.6	-2.3	3.1
COc1cc2c(cc1OC)C(c1ccccc1N)=NCC2	14.6	2.8	0.0	0.1	-0.1	-1.5	-2.3	1.1	-7.6
COCCNC(=O)C(c1cccc(OC)c1)N(Cc1cccs1)C(=O)Cn1nnc2ccccc21 (centres undefined)	5.1	4.6	2.5	0.7	2.0	2.2	2.5	-0.7	6.2
O=C(COC(=O)c1cncc(Br)c1)NCc1ccc(F)cc1	6.8	-4.2	1.2	-0.6	1.3	3.2	1.8	-1.4	6.4
Cc1ccc(CN(C)C(=O)C2CCCN2C(=O)c2cccs2)o1 (centres undefined)	-1.9	-2.9	0.4	3.7	3.9	2.9	-6.7	-1.1	16.5
CC(C)OCCCNc1ncnc2c1[nH]c1ccc(F)cc12	-24.2	10.0	17.7	9.7	36.1*	-13.5	26.5*	4.0	-2.4
O=C(Nc1ccn(Cc2ccccc2F)n1)c1ccc(COc2cccc(Br)c2)cc1	0.6	-10.2	2.2	1.1	-5.4	4.1	-1.7	0.4	26.6
CC(C)Oc1ccc(S(=O)(=O)N2CCCCC2)cc1NC(=O)C1CSC2(C)CCC(=O)N12 (centres undefined)	2.3	-2.5	2.1	0.0	-2.0	-7.9	1.0	1.9	9.0
CCOc1ccc(OCc2ccc(C(=O)N(CC)CC)cc2)cc1	-5.4	-1.3	5.1	6.7	1.9	-8.8	-1.2	3.9	18.1
CC(C)n1c(=S)[nH]c2cc(C(F)(F)F)ccc21	-6.2	-13.5	0.6	1.0	14.3	-10.9	0.3	4.1	8.9
CCOC(=O)N1CCC2(CC1)C(C#N)=C(N)Oc1c2c(C)nn1-c1cccc(Cl)c1	-2.9	12.5	1.8	2.4	6.5	-5.2	-5.1	2.7	6.4
CCS(=O)(=O)c1ccc2oc(SCC(=O)Nc3ccc(OC)cc3OC)nc2c1	-4.8	5.2	0.8	1.0	1.8	4.7	-19.4	0.5	26.7

3 entries already listed, arranged by the number in M4 PAM, smallest number first:
| molecule | M5 PAM | CHRM4 antagonist | CHRM4 agonist | M5 antag | M4 PAM | CHRM5 agonist |
| --- | --- | --- | --- | --- | --- | --- |
| O=C(Nc1nc(-c2ccc(Cl)s2)cs1)c1cccs1 | 1.0 | -0.1 | 1.9 | 0.2 | 0.8 | -0.2 |
| CC(=O)Nc1ccc(OCC(=O)NCCc2ccc(Cl)cc2)cc1 | 7.8 | 5.2 | 1.1 | -3.6 | 1.7 | -2.7 |
| O=C(Nc1ccn(Cc2ccccc2F)n1)c1ccc(COc2cccc(Br)c2)cc1 | 0.6 | -10.2 | 2.2 | -5.4 | 4.1 | 0.4 |

Source: PubChem (The Scripps Research Institute Molecular Screening Center)
